Screening results: PubChem, National Center for Advancing Translational Sciences (NCATS)
HCMV antiviral = inhibitors of human cytomegalovirus. HFF cells, HCMV-luciferase reporter, 72 h; active compounds read low. activity change, negative = inhibition, % at 57.5 µM. actives 4.5% (n = 410,000). AID 1259415; in the data active = activity change below about -60%; inconclusive = no clear call, values can overlap the other calls; inactive = above about -39%
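Two-dose cell screen: HFF monolayers treated with compounds and infected with luciferase-expressing HCMV at 1 PFU/cell, 72 h at 37C, then lysed for luciferase measurement.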
AmpC inh no detg = AmpC beta-lactamase inhibition without detergent; Potency, µM (titrated, usually from 57.1 µM), inactives show top-dose activity change, negative = inhibition, usual class: inhibitors; AID 485341; actives 0.52% (n = 330,000); P00811; AmpC nitrocefin hydrolysis, absorbance 480 nm, 0.0001% Triton;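 also: potency is read from the fitted curve at half-maximal effect; plate controls were no compound for no effect and no enzyme for full effect; nearly all actives have a fitted effect of over 20% in size; some results filed as inactive show a strong effect at the top dose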
Target sequence (P00811 whole entry, looked up): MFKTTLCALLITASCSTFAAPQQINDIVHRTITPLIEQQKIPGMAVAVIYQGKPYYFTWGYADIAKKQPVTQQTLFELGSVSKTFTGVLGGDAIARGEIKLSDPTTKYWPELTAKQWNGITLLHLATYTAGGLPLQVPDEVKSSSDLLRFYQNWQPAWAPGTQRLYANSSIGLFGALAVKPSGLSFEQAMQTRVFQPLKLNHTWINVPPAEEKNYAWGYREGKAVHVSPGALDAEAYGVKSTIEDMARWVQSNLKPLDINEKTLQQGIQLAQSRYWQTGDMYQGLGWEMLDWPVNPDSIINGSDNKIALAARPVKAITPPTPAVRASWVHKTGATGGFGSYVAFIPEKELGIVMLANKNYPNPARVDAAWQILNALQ
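AmpC (5.3 nM in the dispensed reagent) in 20 mM phosphate pH 7.0 with 0.01% (detergent screen) or 0.0001% Triton X-100 was preincubated with compounds for 15 min at room temperature. Nitrocefin was then added from an 800 uM solution, and hydrolysis was followed at 480 nm.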
Sm TGR inh = blocks Schistosoma mansoni thioredoxin glutathione reductase; Potency, µM (doses to about 114 µM), inactives show at the highest dose activity change, negative = inhibition, actives largely listed as inhibitors; actives 3% (n = 360,000); purified TGR, DTNB reduction, TNB absorbance 405 nm; Q962Y6; AID 485364; also: potency is read from the fitted curve at half-maximal effect; nearly all actives have a fitted effect of over 60% in size
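Kinetic colorimetric format: TGR-catalysed, NADPH-driven DTNB reduction monitored via TNB absorbance. Enzyme dispensed at 20 nM; compound exposure 15 min at room temperature before reaction start.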
AmpC inh detg = inhibitors of E. coli AmpC beta-lactamase with detergent; AmpC hydrolysis of nitrocefin, absorbance 480 nm, 0.01% Triton; Potency, µM (series often up to 114 µM), for inactives: at the top dose activity change, negative = inhibition, most hits filed as inhibitors; AID 485294; P00811; actives 0.041% (n = 370,000);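 also: potency is read from the fitted curve at half-maximal effect; 0% = no-compound wells and -100% = no-enzyme wells; nearly all actives have a fitted effect of over 25% in size; some results filed as inactive show a strong effect at the top dose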
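AmpC (5.3 nM in the dispensed reagent) in 20 mM phosphate pH 7.0 with 0.01% (detergent screen) or 0.0001% Triton X-100 was preincubated with compounds for 15 min at room temperature. Nitrocefin was then added from an 800 uM solution, and hydrolysis was followed at 480 nm.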
Giardia FBPA inh = Giardia lamblia aldolase inhibition; Potency, µM (top dose mostly 59.6 µM), for inactives: at the top dose activity, negative = inhibition, hits mostly inhibitors; AID 2451; actives 0.71% (n = 290,000); purified Giardia FBPA; A8B2U2; also: potency is read from the fitted curve at half-maximal effect; nearly all actives have a fitted effect of over 55% in size
Target sequence (A8B2U2 whole entry, looked up): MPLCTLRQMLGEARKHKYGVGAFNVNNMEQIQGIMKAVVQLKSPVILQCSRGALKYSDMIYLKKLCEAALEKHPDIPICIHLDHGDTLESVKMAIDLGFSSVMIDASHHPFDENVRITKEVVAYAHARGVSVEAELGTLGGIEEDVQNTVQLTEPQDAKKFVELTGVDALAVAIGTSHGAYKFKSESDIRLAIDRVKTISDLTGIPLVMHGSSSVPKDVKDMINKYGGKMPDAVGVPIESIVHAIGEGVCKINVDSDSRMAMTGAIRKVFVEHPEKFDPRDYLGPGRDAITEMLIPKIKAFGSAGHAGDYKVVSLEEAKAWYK
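40 nM FBPA preincubated 10 min at RT with compound (up to 57.5 uM final), then substrate plus GAPDH/TPI/NAD/arsenate coupling and diaphorase/resazurin added. Fluorescence read after 20 min at RT, 525/598 nm.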
HCV inh = HCV inhibition. Huh7.5.1 HCVcc-Cre infection, luciferase reporter, 44 h. Potency, µM (top dose mostly 41.8 µM), for the others: at the highest dose activity change, negative = inhibition, actives largely listed as inhibitors. actives 3.4% (n = 340,000). AID 651820; also: potency is read from the fitted curve at half-maximal effect
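After 44 h co-culture of compound, cells and HCVcc-Cre (~0.5 moi), substrate is added for 15 min at room temperature and luciferase measured over 15 sec. Cells were seeded at 1,000/well and pre-cultured 4 h.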
* = called active by the depositor; ? = inconclusive; . = not tested or not shown; & = joins results of further samples; [ ] = dose if it differs, or a comment. Unless noted, calls follow the shape of the dose curve; as a rule, active = well fitted curve in the direction sought with a large enough effect; inconclusive = small, poorly fitted or top-dose-only effect, or another doubt; inactive = no such curve, though single readings can be large; an effect the other way counts as inactive or inconclusive. Unless noted, % is scaled to controls: 0 for no effect and ±100 for the full control effect.

SMILES	HCMV antiviral	AmpC inh no detg	Sm TGR inh	AmpC inh detg	Giardia FBPA inh	HCV inh
O=C(NCc1ccccc1)C1CCC(=O)N(CCN2CCOCC2)C1 (stereo unspecified)	0	-9%	-9%	?	-1%	15%
O=C1CCCC(O)=C1C1C2=C(CCCC2=O)OC2=C1C(=O)CCC2	-33	-10%	-6%[57.1 µM]	2%	2%	4%
Cc1ccc(/C=C2\SC(=S)N(CCC(=O)NNC(=O)c3ccncc3)C2=O)cc1	16	0%	6%	-9%	16%	2%
Cc1cc(C)cc(NC(=S)NC2CC3CCCC(C2)N3C2CC2)c1 (stereo unspecified)	2	-30%	.	1%	1%	?
CCn1cc(C(=O)NCc2ccco2)c(=O)c2cc(F)c(N3CCN(C(=O)c4ccco4)CC3)cc21	5	220%[activator]	20µM*	-13%	-4%	?
Cc1cccc(Cc2cnc(NC(=O)C3=NCCN3)s2)c1	40	-21%	0%	4%	?	8%
Cc1ccc(OC(C)C(=O)Nc2nonc2-c2ccc(Br)cc2)cc1C (stereo unspecified)	-9	.	0%	23%	.	.
CN(CC(=O)Nc1ccc(F)cc1)C(=O)COC(=O)c1cc(S(=O)(=O)N(C)C)ccc1N1CCCC1	10	84%[activator]	-1%	?	.	-26%[8.37 µM]
CS(=O)(=O)N(CC(=O)N1CCCCCC1)c1cccc(Br)c1	17	20%	-1%	-7%	3%	11%
CCCn1c(=O)n(-c2cc(Cl)c(OC)cc2OC)c(=O)c2c3c(sc21)CN(C(C)=O)CC3	-4	.	-1%	1%	.	.
O=C(O)C(Cc1c[nH]c2ccccc12)N1C(=O)c2ccccc2C1=O (stereo unspecified)	-10	-16%&-4%	10%&8%	6%&3%	-6%&4%	25%
O=C(O)CC(c1ccc(Br)cc1)N1Cc2ccccc2C1=O (stereo unspecified)	38	-16%	3%	-3%	6%	7%
CCc1ccc(NC(=O)c2cc(S(=O)(=O)N3CCc4ccccc43)cn2C)cc1	4	-33%	11%	9%	13%	?
Cc1cc(C)cc(NC(=O)[C@H](Cc2c[nH]c3ccccc23)NC(=O)[C@@H]2Cc3ccccc3CN2)c1	.	-21%	-16%	-7%	?	?
CCOC(=O)c1sc(NC(=O)CSc2nnc(C(C)C)n2CC)nc1C	-26	54%	-5%	2%	-1%	-8%
COc1ccccc1NS(=O)(=O)c1cccc(C(=O)N/N=C/c2c(C)nn(-c3ccccc3)c2N2CCCC2)c1	-19	?	7%	-10%	5%	?
CCOC(=O)CSc1ccc2nnc(-c3cccnc3)n2n1	?	-8%	2%	?	-8%	-5%
O=C(Nc1ccc(Cl)c(-c2nc3ccccc3[nH]2)c1)c1ccc2c(c1)OCO2	15	-24%	-10%	-9%	-9%	?
CCCN(CC(=O)Nc1ccc(Cl)cc1Cl)Cc1cc(=O)n2ccsc2n1	-11	104%[activator]	10%	?	-7%	?
O=C1[C@H](Oc2ccccc2)[C@@H](c2ccccc2)N1c1ccncc1	-6	1%	.	.	.	?
COc1cc(/C=N/Nc2nc(Nc3ccccc3)nc(N3CCCCC3)n2)ccc1OCC(=O)O	-36	-41%	-10%	-12%	15%	20%
CCOC(=O)c1ccc(CN(Cc2ccccc2C)S(=O)(=O)c2ccc(C(C)(C)C)cc2)cc1	15	.	7%	0%	.	.
Cc1cc(Cl)ccc1NC(=S)Nc1ccccn1	16	-29%	-20%	-12%	2%	-9%
CCCN1C(=O)/C(=C/c2ccc(C)o2)SC1=Nc1ccc(OC)cc1	14	-37%	40µM*	1%	-4%	-22%
Cc1sc(NC(=O)c2ccco2)c(CN2CCC(C)CC2)c1C	-20	-22%	-31%	-9%	6%	?

The listing continues:
SMILES	HCMV antiviral	AmpC inh no detg	Sm TGR inh	AmpC inh detg	Giardia FBPA inh	HCV inh
c1ccc(CNCCc2c[nH]c3ccccc23)cc1	6	-20%	-31%	?	0%	-10%
CC(C)(C)C(=O)Nc1ccc(C(=O)OC2CCCCC2)cc1	.	0%	-1%	?	-2%	?
CC(C)c1ccc(S(=O)(=O)N2CCN(CC(O)CN3CCOCC3)CC2)cc1 (stereo unspecified)	-34	-15%	-15%	?	.	3%
CCCN1C(=O)C2(c3ccccc31)c1c(oc3ccc(C)cc3c1=O)C(=O)N2CCOC (stereo unspecified)	9	.	7%	12%	.	.
O=C(/C=C/c1cccc([N+](=O)[O-])c1)NCC1CCCO1 (stereo unspecified)	31	?	6%	-1%	-4%	2%
CC(C)CC(NC(=O)C1CCCN1C(=O)[C@@H](C)NC(=O)OCc1ccccc1)C(=O)NCC(N)=O (stereo partly specified)	-25	47%	6%	1%	9%	20%
CCCCN(C)C(=O)C1CCCN(S(=O)(=O)c2ccc3c(c2)oc(=O)n3C)C1 (stereo unspecified)	-14	52%	-22%	?	11%	-2%
FC(F)(F)c1cccc(NC(=S)N2CCN(c3ccccc3)CC2)c1	?	-23%	-15%	-8%	0%	6%
Cc1nc(SCC(=O)NC2(C#N)CCCC2)n(CC(C)C)c1C	-1	-10%	3%	-18%	.	?
O=C(CSC1=NCCS1)Nc1nc2ccccc2s1	-68*	-34%	-21%	?	0%	?
COCCNc1oc(-c2ccccc2Cl)nc1S(=O)(=O)c1ccc(C)cc1	-6	-37%	.	.	.	?
CC1CCN(S(=O)(=O)c2ccc3c(c2)c(=O)c(C(=O)NCc2ccco2)cn3C)CC1	38	-4%	-16%	-14%	0%	-20%
CCSCCOC(=O)C1=C(C)N(C)C(=O)NC1c1cc(OC)ccc1OC (stereo unspecified)	65	40%	6%	?	-7%	-5%
O=S(=O)(NCc1csc(-c2ccccc2)n1)c1ccc(Cl)s1	5	-21%	-4%	12%	?	6%
NS(=O)(=O)CCCc1ccccc1	39	-16%	5%	?	3%	-8%
C/C=C\C(=O)Nc1cccc(C2=NOC3(C2)C[C@@H](C(N)=O)N(C(=O)C2(C)CC2)C3)c1 (stereo partly specified)	16	10%	-1%	0%	2%	0%
COc1ccc(CNC(=O)C(c2ccncc2)N(C(=O)Cc2cccs2)c2ccccc2C)cc1 (stereo unspecified)	12	?	0%	-1%	-11%	-9%
COc1cccc(-c2sc3ccc(OC)cc3c2-c2ccc(C(N)=O)cc2)c1	7	-23%	1%	-10%	.	2.5µM*
Cc1ccc(-c2nc3ccccc3[nH]2)cc1NC(=O)COc1ccccc1[N+](=O)[O-]	-88*	.	9%	1%	.	.
CCOc1ccc(CCNC(=O)C2CCN(S(=O)(=O)N3CCC(C)CC3)CC2)cc1OCC	-25	47%	0%	-12%	1%	?
CN(C)C=NCCn1c(N2CCOCC2)nc2c1c(=O)n(C)c(=O)n2C	27	0%	6%	?	0%	10%
O=C(Nc1ccc(S(=O)(=O)N2CCCC2)cc1)C1CC(=O)N(c2ccc(F)cc2)C1 (stereo unspecified)	2	10%	-9%	-5%	6%	-18%
Cc1cccc(Nc2c(-c3ccc(O)cc3)nc3ncccn23)c1	19	-46%	-2%	?	5%	-8%
CCOC(=O)c1ccc(N2CCN(c3cc(C)ccc3C)CC2)c(NC(=O)Nc2ccc(CC)cc2)c1	-22	.	14%	7%	.	.
CC(C)=CCN1CCN(Cc2cn[nH]c2C2CCCCC2)CC1CCO (stereo unspecified)	-5	1%	13%	11%	9%	14%

More entries follow.
SMILES	HCMV antiviral	AmpC inh no detg	Sm TGR inh	AmpC inh detg	Giardia FBPA inh	HCV inh
CCOc1ccc(S(=O)(=O)Nc2cccc(-c3ccc(N4CCCCCC4)nn3)c2)cc1	66	-51%	1%	-2%	.	-21%
OCc1cn(-c2ccccc2)nc1-c1cc2ccccc2o1	2	-7%	.	-9%	-17%	-22%
COc1cc([N+](=O)[O-])cc(/C=N/NC(=O)Cn2nc(C)cc2C)c1O	-37	-15%	2%	3%	-15%	5%
Cc1ccc(S(=O)(=O)N2CCCC(C(=O)NCCC(C)C)C2)cc1 (stereo unspecified)	77	-13%	0%	1%	0%	-14%
Cn1c(=O)c2c(nc(Br)n2CCCc2ccccc2)n(C)c1=O	9	31%	-2%	-3%	-17%	-18%
CCN1C(=O)CC(NC2CCN(C(=O)c3ccc(F)cc3)CC2)C1=O (stereo unspecified)	.	-1%	2%	-2%	.	24%
O=S(=O)(c1cccs1)N1CCN(CCOc2ccc(Cl)cc2)CC1	-82*	-6%	-24%	6%	.	?
O=C1c2ccccc2C(=O)N1CCCc1nc(-c2ccccc2)no1	35	-9%	-10%	-20%	1%	-20%
O=C(CSc1ccc(Cl)cc1)Nc1ccc(-c2nc3ccccc3[nH]2)cc1	-5	-45%	-3%	-8%	5%	-11%
COc1cccc(NC(=O)CCC2CCN(C(=O)c3c(C)noc3C)CC2)c1	39	18%	-6%	-8%	-5%	4%
CCCCCCOc1ccc(CN2CCN(CCO)CC2)cc1	-37	119%[activator]	38%[activator]	0%	8%	10µM*
CCOC(=O)COc1ccc(CCNC(C)=O)cc1	28	-22%	-1%	?	-3%	-9%
Cc1ccc(N2CCN(C(=O)c3ccccc3NC(=O)/C=C\C(=O)O)CC2)cc1	.	97%[activator]	?	-2%	-5%	13%
CCOC(=O)c1ccc(NC(=S)N2CCN(Cc3ccccc3)CC2)cc1	-8	-18%	-1%	-13%	5%	-1%
COC(=O)C(NC(=O)CC(C)C)(Nc1nc2c(s1)CCCC2)C(F)(F)F (stereo unspecified)	-10	.	-8%	-5%	.	.
COC(=O)c1cccc(NC(=O)C2C3CCC(C3)C2C(=O)O)c1 (stereo unspecified)	9	-14%	5%	-2%	17%	11%
Cc1c(C(C)NC(=O)c2ccc3nc(Cc4ccccc4F)oc3c2)cnn1C (stereo unspecified)	0	136%[activator]	8%	-7%	.	-28%
O=C(COC(=O)c1ccc(C(F)(F)F)cc1)Nc1cccc(S(=O)(=O)N2CCCCC2)c1	0	-31%	-17%	-19%	.	-7%
Cc1cc2ccccn2c1C(=O)c1ccc([N+](=O)[O-])o1	-66*	-13%[11.4 µM]	?	-10%	-10%	11µM*
O=C(N/N=C/c1ccncc1)c1cccc(NC(=O)c2ccccc2Cl)c1	-4	-25%	-2%	?	13%	-10%
O=C(CCc1ccccc1)NCCSc1ccccc1	-5	4%	11%	-10%	1%	5%

An excerpt from above in order of formula weight, rising:
SMILES	HCMV antiviral	AmpC inh no detg	Sm TGR inh	AmpC inh detg	Giardia FBPA inh	HCV inh
CCOC(=O)COc1ccc(CCNC(C)=O)cc1	28	-22%	-1%	?	-3%	-9%
O=C(CCc1ccccc1)NCCSc1ccccc1	-5	4%	11%	-10%	1%	5%
O=C1c2ccccc2C(=O)N1CCCc1nc(-c2ccccc2)no1	35	-9%	-10%	-20%	1%	-20%
CCN1C(=O)CC(NC2CCN(C(=O)c3ccc(F)cc3)CC2)C1=O (stereo unspecified)	.	-1%	2%	-2%	.	24%
Cn1c(=O)c2c(nc(Br)n2CCCc2ccccc2)n(C)c1=O	9	31%	-2%	-3%	-17%	-18%
CCOC(=O)c1ccc(NC(=S)N2CCN(Cc3ccccc3)CC2)cc1	-8	-18%	-1%	-13%	5%	-1%
O=S(=O)(c1cccs1)N1CCN(CCOc2ccc(Cl)cc2)CC1	-82*	-6%	-24%	6%	.	?

This is a random part of the collection; about 9.9% have a hit in one of these screens.
